Screening results as filed in PubChem BioAssay.
HUVEC prolif 384 – human endothelial cell proliferation inhibition; HUVEC proliferation, CellTiter-Glo luminescence, 72 h; hits give low values; viability, % at 10 µM (by protocol); 86,000 tested, 1.1% active;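 active means viability at or below 30%; inactive means viability above 30%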;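 further: 100% = median luminescence of DMSO-only cell control wells on each plate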
S1P2 ag – S1P2 (human) receptor agonism | 97,000 tested, 0.46% active | activation, % at 4.5 µM | AID 729 | S1P2-expressing cell line, agonist reporter read-out; in the data active means activation above about 16%;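 further: 0% = vehicle low control and 100% = maximal reference agonist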
Target sequence (O95136 whole entry, looked up): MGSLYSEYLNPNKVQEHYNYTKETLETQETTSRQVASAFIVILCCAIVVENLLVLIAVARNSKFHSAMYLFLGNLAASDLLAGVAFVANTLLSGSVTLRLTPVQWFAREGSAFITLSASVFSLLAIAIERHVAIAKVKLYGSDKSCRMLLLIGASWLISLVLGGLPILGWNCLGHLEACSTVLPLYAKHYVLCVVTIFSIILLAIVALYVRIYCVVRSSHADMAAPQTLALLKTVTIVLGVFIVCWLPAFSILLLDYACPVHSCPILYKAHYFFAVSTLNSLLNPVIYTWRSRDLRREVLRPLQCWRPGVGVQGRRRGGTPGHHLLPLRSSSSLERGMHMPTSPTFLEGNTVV
H69AR inhibit – blocks growth of human H69AR lung tumor cells. 85,000 tested, 6% active. H69AR lung tumor viability, ATP luminescence, 72 h; hits give low values. viability, % at 10 µM;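 active means viability at or below 40%; inactive means viability above 40%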;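 further: multidrug resistant small cell line overexpressing MRP-1 efflux transporter; 100% = mean luminescence of untreated control wells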
sEH act – activators of human soluble epoxide hydrolase. P34913. purified human sEH enzymatic activity, activator screen. activation, % at 2 µM. 91,000 tested, 0.04% active. AID 717; in the data active means activation above about 37%; further: values of inactives mirror those of a sister screen read the other way
Target sequence (P34913 whole entry, looked up): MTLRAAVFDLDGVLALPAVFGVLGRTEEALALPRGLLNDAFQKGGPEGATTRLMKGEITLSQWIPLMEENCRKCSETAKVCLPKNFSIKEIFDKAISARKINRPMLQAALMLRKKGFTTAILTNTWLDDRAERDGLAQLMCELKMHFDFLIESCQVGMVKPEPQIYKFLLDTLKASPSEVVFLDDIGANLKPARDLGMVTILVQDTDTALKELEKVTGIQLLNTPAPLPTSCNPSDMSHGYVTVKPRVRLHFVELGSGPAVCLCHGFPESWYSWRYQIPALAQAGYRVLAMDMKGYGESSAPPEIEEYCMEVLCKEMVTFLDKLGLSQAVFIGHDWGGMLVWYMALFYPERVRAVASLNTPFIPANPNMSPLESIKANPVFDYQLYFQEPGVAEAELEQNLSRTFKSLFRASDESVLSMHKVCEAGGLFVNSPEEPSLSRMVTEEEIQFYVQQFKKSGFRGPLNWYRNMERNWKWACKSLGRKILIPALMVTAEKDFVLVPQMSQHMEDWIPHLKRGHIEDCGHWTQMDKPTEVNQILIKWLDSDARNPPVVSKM
sEH inhibitor – soluble epoxide hydrolase (human) inhibition; inhibition, % at 2 µM; recombinant human sEH enzymatic activity assay; 91,000 tested, 0.34% active; AID 707; in the data active means inhibition above about 80%; further: values of inactives mirror those of a sister screen read the other way; many of its hits are not listed in these tables
S1P2 blocker – S1P2 (human) receptor antagonism; O95136; cell-based S1P2 antagonist assay, inhibition at 5 uM; inhibition, % at 5 µM; 97,000 tested, 0.21% active; AID 736; in the data active means inhibition above about 45%;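 further: CRE beta-lactamase reporter cells expressing human S1P2 stimulated with S1P; 0% = agonist at EC80 alone and 100% = agonist plus reference antagonist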
LYP act – activators of human LYP (PTPN22) phosphatase; Q9Y2R2; recombinant LYP, DiFMUP fluorescence; 0 = plate median, 100 = signal doubled; activation, % at 2 µM; 96,000 tested, 0.11% active;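 active means activation at 2 µM above a set limit, the mean plus 5 SD, cut at about 37% in these data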
Lung fibro prol – blocks proliferation of human lung fibroblasts; AID 719; 85,000 tested, 1.1% active; LL 47 human lung fibroblast viability, ATP luminescence; hits give low values; viability, % at 10 µM;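 active means viability at or below 50% in the single dose screen; inactive means viability above 50%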;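 further: compound exposure lasted 72 h before the ATP readout; 100% = median luminescence of untreated cell-only wells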
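material = human LL 47 lung fibroblast cells | dosing = compounds added from tenfold dosing solution, 0.1% DMSO final | timing = overnight cell rest, 72 h compound treatment at 37 °C | measured by = CellTiter-Glo luminescence measuring cellular ATP | evaluation = % viability versus median cells-only luminescence | control set = cell-only wells, no compound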
PostGolgi ctrl – growth of the yeast control strain, post-Golgi counter-screen; efflux-deficient yeast background strain, growth absorbance A615, 16 h; inhibition, % at 10 µM; 98,000 tested, 5% active; AID 738; in the data active means inhibition above about 30%
* marks the source's active call; other numbers are inactive results; · = not tested or not shown; & = joins results of further samples. A portion of the library (hit frequency here may not be typical).

Second line of a record – HUVEC prolif 384	S1P2 ag	H69AR inhibit	sEH act	sEH inhibitor	S1P2 blocker	LYP act	Lung fibro prol	PostGolgi ctrl
Cc1nn2c(-n3ccnc3C)c3c(nc2c1-c1ccccc1)CCC3
  90	-4	40	-13	12	-5	-7	98	10
COCCCNC(=S)NNC(=S)Nc1ccc(F)cc1F
  98	-4	94	-9	10	-23	-4	97	5
CN1CCN(c2ccc(NC(=O)c3cccc(OCc4ccccc4)c3)cc2)CC1
  3.5*	-4	32*	-16	19	1	5	61	39*
CCOc1ccc(N2Nc3n[nH]c(N)c3N2)cc1
  92	-6	76	6	-5	9	0	106	·
CCN(CC)C(=O)C(=O)N/N=C/c1cccs1
  ·	-4	·	12	-7	30	-2	·	8
O=C1CC(Nc2ccccc2)C(=O)N1CCc1ccccc1 (configuration not stated)
  101	-2	100	12	-10	-10	4	107	5
C(=N\n1cnnc1)/c1ccccc1OCCOc1ccccc1
  90	-8	41	·	·	7	-12	98	11
CCOC(=O)C(C)(C)Sc1ncnc2nc[nH]c12
  85	-3	93	14	-11	0	4	89	·
CSc1ccc(-c2nnn(Cc3ccc(Br)cc3)n2)cc1
  111	-2	92	-5	7	-18	-5	122	14
CCN(CC)CCCN(Cc1cc2cc(OC)c(OC)cc2[nH]c1=O)C(=O)Nc1ccccc1
  88	-5	89	1	0	-9	-4	99	26
Cc1cccc(N2CCN(C(=O)c3cnn4c(C(F)F)cc(-c5ccccc5)nc34)CC2)c1C
  70	-5	29*	17	-20	1	-17	88	61*
COC(=O)c1nc(N)sc1-c1ccc(OC)cc1
  103	0	90	-5	7	-20	1	96	9
CCN1CCN(CC(O)COc2ccc(Cl)cc2)CC1 (configuration not stated)
  98	-4	110	-2	1	12	-8	103	-1
Clc1ccc(-c2nc(Cc3ccccc3Cl)no2)cc1
  116	-10	98	-8	8	-6	2	100	10
Cc1ccc(-c2[nH]nc3c2C(c2ccccc2OC(=O)N2CCOCC2)C(C#N)=C(N)O3)cc1 (configuration not stated)
  101	-5	79	·	·	12	-6	100	2
CC(=O)c1ccc(NC(=O)CSc2nnc(Cc3cccn3C)n2-c2ccc(F)cc2)cc1
  86	-3	72	3	1	2	-1	104	3
S=c1[nH]ncn1/N=C/c1cccc(Oc2ccccc2)c1
  81	-4	1.7*	7	-6	7	4	100	13
CC(C)NC(=O)c1cc2c(s1)CCCC2
  96	-2	95	-8	6	13	-5	101	·
CS(=O)(=O)Nc1ccccc1Oc1ccccc1
  ·	-7	·	2	-4	7	0	·	7
Cc1c(C(=O)Nc2ccc(-n3cnnn3)cc2)oc2ccccc12
  81	-2	47	-4	5	1	-2	93	21

(listing goes on)
Second line of a record – HUVEC prolif 384	S1P2 ag	H69AR inhibit	sEH act	sEH inhibitor	S1P2 blocker	LYP act	Lung fibro prol	PostGolgi ctrl
CCOc1cc(C2C3=C(CCCC3=O)N(C)C3=C2C(=O)CCC3)cc(Cl)c1O
  94	-5	91	17	-18	-4	-1	97	-2
O=C(CN(C(=O)CNC(=O)c1cccs1)c1ccc2c(c1)OCCO2)NC1CCCC1
  ·	-4	·	-6	6	7	-5	·	3
Cc1ccc(C(=O)CCC(=O)CCC(=O)O)cc1
  93	-5	95	22	-21	-22	3	105	·
COc1ccc(-c2cc(C(F)(F)F)nc(-n3cc(Br)cn3)n2)cc1
  125	-5	88	16	-16	-21	-8	98	10
CC1CCN(CCCOc2ccc(OCc3ccccc3)cc2)CC1
  ·	1	·	-4	3	20	3	·	20
CC(C)=CC(=O)NCc1c(Cl)cccc1-n1cccc1
  ·	-6	·	-9	9	15	5	·	9
COc1cc(CNC2CCCCCC2)cc(OC)c1
  93	-5	101	-14	11	-1	7	96	21
CC(Oc1ccc(F)cc1)C(=O)/C=C\N(C)C (configuration not stated)
  ·	-6	·	-10	10	30	-5	·	-1
COc1ccc(-n2c(Cn3c(=O)sc4ccccc43)nnc2SCC(N)=O)cc1
  94	-7	88	-6	4	10	6	109	4
COc1ccc(CCn2nnnc2C(c2ccc(C)cc2)N2CCN(C)CC2)cc1OC (configuration not stated)
  96	0	94	-2	4	-6	5	106	4
CC(C)n1nnnc1SCC(=O)NNC(=O)C1CCCCC1
  ·	-2	·	2	1	6	5	·	8
O=C(NCC1CCCO1)NC1CCCCC1 (configuration not stated)
  95	-5	93	-11	14	-9	-9	96	·
CCOC(=O)c1cnc2ccc(C(=O)OC)cc2c1Nc1ccc2c(c1)OCCO2
  ·	-5	·	-10	12	5	9	·	5
O=C(O)c1oc2ccccc2c1CN1CCN(c2ccccc2)CC1
  104	-2	95	7	-6	4	2	105	7
CCOC(=O)C1CCCN(c2ncnc3c2cnn3-c2cccc(C)c2)C1 (configuration not stated)
  96	-8	·	11	-10	18	7	102	19
O=C(CSc1nc(C2CCCCC2)n(-c2ccccc2)n1)NCCN1C(=O)CSC1=O
  100	-2	87	1	2	-11	-2	103	1
NS(=O)(=O)c1ccc(Nc2nc(-c3ccccc3)cs2)cc1
  ·	-3	·	-5	3	-4	-3	·	17
CCOc1ccc(C(=O)Cc2cc(OC)c(OC)cc2[N+](=O)[O-])cc1
  ·	-7	·	-6	7	-22	-10	·	-7
CCOc1ccccc1-n1c(SCC(N)=O)nnc1-c1ccco1
  101	-4	95	14	-12	-4	-2	103	8
C/C(Cl)=C\Cn1c(N2CCCC2)nc2c1c(=O)[nH]c(=O)n2C
  96	-5	70	11	-13	-8	9	92	30

Later entries.
Second line of a record – HUVEC prolif 384	S1P2 ag	H69AR inhibit	sEH act	sEH inhibitor	S1P2 blocker	LYP act	Lung fibro prol	PostGolgi ctrl
CCN(Cc1ccncc1)C(=O)c1cccs1
  99	-8	93	2	-2	17	7	96	-3
O=c1oc2c(CN3CCCCC3)c(O)ccc2c2c1CCCC2
  110	-2	96	-5	3	-11	0	105	13
CNC(=O)c1ccccc1NC(=O)c1c(O)c2c([nH]c1=O)CCCC2
  83	-5	82	-3	4	25	21	·	2
Cc1ccc(C(=O)NNC(=S)Nc2cccc(Cl)c2Cl)cc1[N+](=O)[O-]
  95	-6	92	-2	3	-3	2	105	-1
COc1ccc(C(=O)Nc2oc(-c3ccccc3)c(-c3ccccc3)c2C#N)cc1
  67	-2	62	-1	4	-9	3	102	22
COc1cccc2c1nc(C)c1cc(C)oc12
  92	-1	104	-1	2	-19	11	98	31*
O=C(O)c1ccccc1C(=O)N1CCN(c2ccccc2)CC1
  99	-1	97	8	-9	6	2	103	1
COc1ccc(C(NC(=O)c2cccnc2)c2cc(Cl)c3cccnc3c2O)cc1OC (configuration not stated)
  ·	-7	·	10	-12	22	-4	·	29
Cc1cc(C)nc(SCc2csc(N)n2)n1
  100	0	92	3	-4	14	3	104	5
CC(C)N(Cc1nc(-c2ccccc2)no1)C(=O)c1ccc(Cl)cc1
  109	-3	88	-3	2	-13	24	92	10
COC(=O)CSCC(=O)Nc1cc2c(cc1C(C)=O)OCO2
  102	-2	120	-11	11	15	9	103	0
CCC(=O)Nc1cccc(-c2nc3ccccc3o2)c1
  90	-2	92	-1	2	4	0	100	2
O=C(CCCCCN1C(=O)c2ccccc2C1=O)Nc1ccc(F)cc1
  101	-2	94	-43	44	-9	-4	105	·
Cc1ccccc1CSc1nc2n(n1)C(c1cccs1)C1=C(CCCC1=O)N2 (configuration not stated)
  81	-3	55	11	-9	-43	3	82	9
COC(=O)C(NC(=O)c1ccco1)(Nc1ccc(Br)cn1)C(F)(F)F (configuration not stated)
  86	-5	111	·	·	-2	-3	95	11
COc1cccc2[nH]c3c(N4CC(C)CC(C)C4)ncnc3c12 (configuration not stated)
  71	-4	60	-12	11	3	0	60	12
Cc1ccc(Cn2nnc3c(=O)[nH]c(C4CCN(C(=O)Cc5cccs5)CC4)nc32)cc1
  73	-2	93	1	-2	5	-1	96	-8
CCOC(=O)c1ccc(NC(=O)C2=C(C)Nc3nc(CCCO)nn3C2c2ccc(OC)cc2)cc1 (configuration not stated)
  87	0	63	10	-9	16	-4	103	9
CC(=O)Oc1c(C)cc(O)c2ccccc12
  105	-2	0.5*	-2	5	-7	14	104	19
COc1ccc(C2=NOC(C(=O)Nc3cc(C)on3)C2)cc1 (configuration not stated)
  87	-5	96	-14	13	-11	1	99	35*

Results in sEH act (3 entries from above):
Compound	sEH act
CCC(=O)Nc1cccc(-c2nc3ccccc3o2)c1	-1
O=C(CCCCCN1C(=O)c2ccccc2C1=O)Nc1ccc(F)cc1	-43
COc1ccc(C(NC(=O)c2cccnc2)c2cc(Cl)c3cccnc3c2O)cc1OC (configuration not stated)	10

(cont.)
Second line of a record – HUVEC prolif 384	S1P2 ag	H69AR inhibit	sEH act	sEH inhibitor	S1P2 blocker	LYP act	Lung fibro prol	PostGolgi ctrl
COCc1nnc(NC(=O)CC(C)C)s1
  95	-4	69	-14	15	-17	9	103	·
O=C(NCc1ccccc1)C(c1ccco1)N(C(=O)c1cnccn1)c1ccc(F)cc1 (configuration not stated)
  92	-9	87	8	-4	18	0	100	11
Cc1ccc(S(=O)(=O)Cn2nnnc2C(C)N2CCN(C(=O)c3ccco3)CC2)cc1 (configuration not stated)
  106	-2	92	6	-7	5	-8	99	13
CCCCCOC(=O)Nc1nnc(CCCCC)s1
  75	-2	102	2	-4	-8	-4	102	5
O=C(Cc1ccccc1)NC(=S)Nc1ccc2oc(-c3ccccc3F)nc2c1
  ·	-6	·	-8	9	7	4	·	17
CC(C)(O)C(=O)NN(C(=O)c1ccccc1)c1ccc2ccccc2c1
  100	-10	89	4	-1	-4	6	97	6
COc1ccc(CCNC(=O)Cn2cnc3c(cnn3-c3ccccc3Cl)c2=O)cc1OC
  98	-5	88	-5	5	-4	8	96	2
Cc1ccc(NS(=O)(=O)c2ccc(NC(=O)c3cccc(NC(=O)C(C)C)c3)cc2)cc1
  ·	-7	·	-51	53	-5	3	·	-2
CCN=C1SC(CC(=O)NCCc2ccc(OC)cc2)C(=O)N1CC (configuration not stated)
  ·	-3	·	8	-7	-1	-6	·	4
CCOC(=O)c1[nH]c2cc3c(cc2c1NC(=O)CN1CCC(C)CC1)OCO3
  ·	-7	·	-5	4	3	-7	·	5
Cc1cc(C)nc(SC2CCCCC2O)n1 (configuration not stated)
  103	-2	97	-1	5	-4	4	90	2
O=C(COC(=O)COc1ccccc1)Nc1ccccc1OC(F)F
  95	-7	88	-8	7	16	-5	92	4
Nc1cc(=O)[nH]c(SCc2ccc(Cl)cc2)n1
  98	-5	97	1	0	9	-2	100	23
COc1cc(/C=N/NC(N)=O)cc(Br)c1OCc1ccc(C)cc1
  ·	-4	·	-9	11	-7	2	·	20
COc1ccccc1Nc1nc(C)cs1
  98&88	-5&-2	106&101	4&-14	-5&17	-5&-4	-11&7	97	26&5
CC(=O)Nc1sc2c(c1C#N)CCCCC2
  93	1	93	-6	5	1	-1	96	-4
CSc1nc(Cc2ccc(Cl)cc2)nc2ccccc12
  ·	-3	·	1	-4	18	-3	·	6
Clc1c(CSc2nc3ccccc3o2)nc2sccn12
  70	-3	63	-4	7	-5	-3	73	36*
Cc1nc(NC(=O)COc2ccccc2)sc1C(=O)Nc1cccc(Cl)c1
  ·	-8	·	5	-2	-13	0	·	-10
Cc1ccc(Nc2nc(N)nc(CSc3nccn3C)n2)cc1
  91	-3	82	-2	2	11	-10	104	1
O=C(/C=C/c1ccc(Cl)c([N+](=O)[O-])c1)Nc1cccnc1
  ·	-8	·	7	-4	31	8	·	-4
N#CC1=C(N)N=C(SCc2cccc3ccccc23)C(C(N)=O)C12CCCCC2 (configuration not stated)
  ·	-6	·	-16	15	-12	-5	·	6
O=C(CSCc1cccc(Br)c1)N=Nc1c(O)[nH]c2ccccc12
  ·	-2	·	9	-12	5	-14	·	28
